Tb hexokinase: Trypanosoma brucei hexokinase 1 inhibitors, primary screen, biochemical, G6PDH-coupled NADH absorbance, MLSCN library | actives 0.11% (n = 220,000) | recombinant TbHK1, G6PDH-coupled NADH A340 | hexokinase 1 [Trypanosoma brucei] | inhibition, % at 10 µM;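 active = inhibition of 50% or more in the single-dose primary screen; inactive = inhibition below 50%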
14-3-3 Bad PPI: inhibitors of 14-3-3 zeta/Bad binding, primary screen, biochemical, TR-FRET, bovine 14-3-3 zeta. inhibition, % at 21.7 µM. AID 781, 2007. TR-FRET 14-3-3zeta/Dy647-pBad peptide displacement, 1 h. actives 0.71% (n = 220,000). 14-3-3 protein zeta/delta (Bos taurus), P63103;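 active = inhibition above about 70%, limit read from the data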;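 also: 0% = full 14-3-3 plus peptide FRET controls and 100% = background without 14-3-3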
L929 necroptosis: inhibitors of zVAD-triggered necroptosis, primary screen, L929 cells. viability rescue, % at 10 µM. actives 0.38% (n = 220,000). L929 zVAD necroptosis rescue, ATP luminescence, 24 h; with zVAD 60 µM;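 active = activation, scaled between plate controls, above about 75%, limit read from the data; inactive = activation under that limit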;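 also: 0% = zVAD with DMSO and 100% = DMSO alone without zVAD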
Runt-CBFb FRET: inhibitors of RUNX1 Runt–CBFb binding, primary screen, biochemical, FRET, Cerulean-Runt, Venus-CBFb, uHTS. actives 0.46% (n = 220,000). Runt-related transcription factor 1 (Homo sapiens) + Core-binding factor subunit beta …. inhibition, % at 20 µM. Cerulean-Runt/Venus-CBFb FRET ratio 530/480, 1 h;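 active = inhibition over about 50% at 20 µM in the single-dose screen, limit read from the data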;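 also: 0% = DMSO wells and 100% = excess unlabeled CBFb competitor control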
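Measured by: fluorescence energy transfer, 422 nm excitation, 530/480 nm emission; test system: Cerulean-tagged RUNX1 Runt domain (FRET donor) fusion protein; buffer or medium: Tris pH 7.5 buffer with BSA; compound: one dose, 20 µM compound, 1% DMSO; times: two 1 h room-temperature incubations shielded from light; benchmarks: unlabeled CBFb 5 µM, positive control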
EBV gp42 inh: Epstein-Barr virus gp42 inhibitors, primary screen, biochemical, uHTS, fluorescence polarization. Glycoprotein 42 (Epstein-Barr virus (strain AG876)), Q1HVG2. Fluorescence polarization binding assay, mP read-out. inhibition, % (tested at 21.74 µM). actives 0.42% (n = 220,000). AID 1085, 2008; in the data active = inhibition above about 50%
NCF1 inh: p47phox/p22phox peptide binding inhibitors, primary screen, biochemical, uHTS, NADPH oxidase regulatory subunit. actives 0.53% (n = 220,000). inhibition, % at 24.7 µM. AID 1274, 2008. fluorescence polarization, 2 h;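 active = inhibition above about 30%, limit read from the data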;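 also: 0% = p47phox with labelled peptide and 100% = labelled peptide alone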
Target sequence (P14598 whole entry, looked up): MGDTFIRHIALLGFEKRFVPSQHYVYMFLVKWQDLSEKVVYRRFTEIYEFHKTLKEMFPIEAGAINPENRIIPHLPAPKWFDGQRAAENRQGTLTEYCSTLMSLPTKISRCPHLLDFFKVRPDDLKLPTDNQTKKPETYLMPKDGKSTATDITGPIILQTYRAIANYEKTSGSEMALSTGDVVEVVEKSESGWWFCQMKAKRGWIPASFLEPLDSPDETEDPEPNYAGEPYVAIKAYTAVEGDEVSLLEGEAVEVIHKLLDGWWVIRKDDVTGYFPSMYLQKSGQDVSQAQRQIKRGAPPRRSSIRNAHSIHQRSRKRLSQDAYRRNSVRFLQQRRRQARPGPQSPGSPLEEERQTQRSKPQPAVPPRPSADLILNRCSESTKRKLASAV
Hck-Nef inh: inhibitors of Nef-activated human Hck kinase, primary screen, biochemical, Z-Lyte FRET, 384-well, Hck-YEEI; Recombinant Hck-YEEI plus Nef, Z-Lyte FRET kinase assay; actives 0.68% (n = 220,000); Tyrosine-protein kinase HCK (Homo sapiens), P08631; inhibition, % at 20 µM; AID 463187, 2010;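 active = Hck-Nef kinase inhibition above about 50%, limit read from the data; inactive = inhibition below that limit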;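 also: 0% = DMSO with Hck plus Nef and 100% = Hck alone without Nef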
MDM2 E3 inh: MDM2-luciferase reporter signal enhancers, primary screen, MDM2 E3 ligase inhibitor project, cell-based, luminescence, 1536-well | E3 ubiquitin-protein ligase Mdm2 (Homo sapiens), Q00987 | cell-based MDM2 ubiquitination luciferase reporter, 2 h; 0 = plate control, 100 = twice control, blank-subtracted | signal enhancement, % at 5 µM | actives 0.11% (n = 210,000) | AID 1230, 2008;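 active = signal enhancement of 30% or more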;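 also: luminescence tracks abundance of the self-degrading MDM2-luciferase fusion protein; higher signal means inhibition of MDM2 E3 ligase activity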
Target sequence (Q00987 whole entry, looked up, the tested form may be a part): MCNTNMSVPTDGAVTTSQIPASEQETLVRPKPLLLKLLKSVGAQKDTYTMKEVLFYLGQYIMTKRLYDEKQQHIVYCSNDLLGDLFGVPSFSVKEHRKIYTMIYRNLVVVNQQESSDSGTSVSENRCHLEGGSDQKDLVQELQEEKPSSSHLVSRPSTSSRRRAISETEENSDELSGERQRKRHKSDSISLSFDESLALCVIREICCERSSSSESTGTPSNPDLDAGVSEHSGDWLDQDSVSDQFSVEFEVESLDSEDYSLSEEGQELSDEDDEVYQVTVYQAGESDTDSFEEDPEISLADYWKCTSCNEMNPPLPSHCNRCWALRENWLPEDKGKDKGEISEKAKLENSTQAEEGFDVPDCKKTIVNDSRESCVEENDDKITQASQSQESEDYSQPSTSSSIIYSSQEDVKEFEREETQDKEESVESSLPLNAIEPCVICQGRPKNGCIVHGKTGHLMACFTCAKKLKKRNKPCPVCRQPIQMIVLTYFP
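Material: Stable MDM2–luciferase fusion reporter cells | Amount: 2000 cells seeded into each well | Dosing: One concentration, 5 µM, with 0.2% DMSO | Incubation: 4 h cell settling then 2 h compound exposure, 37 °C | Measured by: Luciferase luminescence | Read-out basis: % enhancement relative to plate controls after blank subtraction | Benchmarks: Control and blank well means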
Runt-SMMHC FRET: inhibitors of RUNX1 Runt–CBFb-SMMHC binding, primary screen, biochemical, FRET, Cerulean-Runt, Venus-CBFb-SMMHC, uHTS; inhibition, % at 20 µM; Runt-related transcription factor 1 (Homo sapiens) + Core-binding factor subunit beta …; Cerulean-Runt/Venus-CBFb-SMMHC FRET ratio 530/480, 1 h; actives 0.74% (n = 220,000);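 active = mean inhibition across duplicate retests at 20 µM reaching about 50%, limit read from the data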;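 also: 0% = DMSO wells and 100% = wells with excess untagged CBFb-SMMHC; inhibitors lower the FRET ratio by blocking Runt binding to CBFb-SMMHC; some results filed as inactive read as strong as hits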
An asterisk follows results filed as active; nt = no result given; [ ] = dose if it differs, or a comment.

Sequence of screens – Tb hexokinase | 14-3-3 Bad PPI | L929 necroptosis | Runt-CBFb FRET | EBV gp42 inh | NCF1 inh | Hck-Nef inh | MDM2 E3 inh | Runt-SMMHC FRET
1: COC(=O)Cn1c(=NC(=O)c2cc(OC)c(OC)c(OC)c2)sc2cc(OC)ccc21
  28 | 2 | 0.8 | -1 | 4 | -4 | -1 | -6 | -3
2: CC1=CC2=NC(=O)/C(=C\c3cc(C)n(-c4ccccc4)c3C)C(=N)N2O1
  11 | -23 | -0.7 | -1 | -12 | -7 | 3 | 12 | -7
3: CCOC(=O)Cn1c(Br)nc2c1c(=O)[nH]c(=O)n2C
  25 | -11[fluorescence artefact?] | 0.6 | 0 | -16 | -5 | -23 | -4 | -1
4: O=C(Cc1n[nH]c(=O)c2ccccc12)OCc1c(Cl)cccc1Cl
  -20 | 9 | -0.5 | 4 | -14 | -6 | 6 | -11 | -9
5: CCN(CC)CCN1C(=O)c2ccccc2NC1c1ccc(N(C)C)cc1 (configuration not stated)
  -9 | 9 | -0.6 | 0 | -8 | -2 | -2 | -15 | -4
6: Cc1ccc(-c2nc(C#N)c(NCCN3CCCCC3)o2)cc1
  -6 | -15 | 2.5 | -1 | -10 | -27 | 1 | 2 | 4
7: c1ccc2c(Nc3nnc(-c4ccncc4)s3)cccc2c1
  -2 | -2 | -0.2 | 0 | -23 | 0 | 0 | -10 | 4
8: CCOc1cc(/C=N\NC(=O)Cc2ccccc2)ccc1OCC(=O)Nc1ccc(C)c(C)c1
  -21 | 1 | 0.2 | -2 | 8 | -6 | 13 | -4 | -4
9: Cc1nc(-c2ccc(C#N)cc2)cs1
  8 | -1 | 1.6 | 0 | -3 | -1 | 5 | -18 | 0
10: O=C(O)c1cc2ccc3ccccc3c2oc1=O
  -7 | 20[fluorescence artefact?] | 0.2 | 28 | -2 | -4 | 9 | 3 | 97*
11: Oc1ccc(Br)cc1/C=N/n1cnc2ccccc21
  -10 | 2 | 4.3 | -29 | -16 | -12 | -1 | -15 | -84
12: Cc1cc(C)n(-c2ccc(F)cc2)c(=O)c1C(=O)O
  -1 | 2 | 2.3 | -3 | -3 | -4 | 1 | -26 | -4
13: CCCCOc1ccc(/C=C/C(=O)OCC(=O)c2c(N)n(C)c(=O)n(C)c2=O)cc1OCC
  -15 | 0 | 3.7 | -4 | -26 | -8 | 16 | -12 | -8
14: O=c1ncn(-c2ccc(F)cc2)c2ncccc12
  -3 | -7[fluorescence artefact?] | -0.4 | -1 | -27 | -10 | -18 | -17 | 2
15: Cn1c(=O)[nH]c(=O)c2c1nc(Br)n2CCCSc1nc2ccccc2o1
  2 | 1 | -0.3 | 1 | -20 | 8 | 0 | -11 | 1
16: Cc1ccc([N+](=O)[O-])cc1-c1ccc(/C=N/NC(=O)c2cc3c(ccc4ccccc43)o2)o1
  -12 | 85*[fluorescence artefact?] | 1.6 | 3 | -33 | -38 | -23 | -22 | -8
17: COc1ccc(S(=O)(=O)NC2CC(C)(C)NC(C)(C)C2)cc1C(C)C
  -1 | 6 | -0.9 | 1 | -17 | -2 | 5 | nt | -6
18: Cc1ccc(C2(c3ccc(C)cc3)NC(=O)N(Cc3c(C)noc3C)C2=O)cc1
  3 | -2 | -0.3 | -2 | -8 | -19 | 7 | -4 | 1
19: Cc1cc(N2C(=O)C3CC=CCC3C2=O)cc(C)c1Br (configuration not stated)
  -2 | -5 | 1.1 | -1 | 1 | -11 | 1 | -15 | 2
20: COC(=O)c1sccc1NC(=O)CCC1CCCC1
  1 | 2 | 0.4 | 2 | -9 | -3 | 3 | 7 | 1
21: CS(=O)(=O)N(CC(=O)NCc1ccco1)c1cc(C(F)(F)F)ccc1Cl
  5 | 1 | -0.1 | -1 | 9 | -40 | 2 | -17 | 2
22: O=C(CN(Cc1ccccc1)S(=O)(=O)c1ccccc1)N1CCOCC1
  6 | -7 | -0.3 | nt | -8 | -12 | 0 | 11 | -3
23: Cc1cccn2c(=O)c(/C=N/O)c(NCc3ccccc3)nc12
  -7 | 6 | 0.7 | -1 | -13 | -10 | 21 | -1 | 5
24: COc1ccc(S(=O)(=O)N(C(=O)c2ccncc2)c2ccc(OC(=O)c3ccncc3)cc2)cc1
  -4 | -2 | 0.8 | -5 | 10 | -4 | 12 | nt | -2
25: COc1cc(/C=C2\N=C(c3ccccc3)NNC2=O)cc(OC)c1OC
  -8 | -3 | -0.7 | 0 | -8 | 3 | 17 | -18 | -4
26: CCn1cc(C(=O)NCc2cccnc2)c(=O)c2cc(F)c(N3CCN(C(=O)c4ccco4)CC3)cc21
  -18 | -8[fluorescence artefact?] | -0.1 | 1 | 6 | -7 | -2 | -21 | 3
27: NC(=O)Cn1cc(C(=O)c2cccs2)c2ccccc21
  -49 | 13 | 0.7 | 1 | -1 | -5 | 3 | -4 | 5
28: NC(=O)Cn1c(=O)n(CCC(=O)NCCSCc2ccccc2)c(=O)c2ccccc21
  -11 | -11 | 4.4 | 2 | -5 | -4 | 21 | 11 | 2
29: COc1cc(/C(C)=N\NC(=O)CSc2nc3ccccc3n2C)ccc1O
  -17 | -1 | -0.1 | 5 | -3 | 1 | 18 | -4 | 0
30: O=C(CCN1C(=O)c2ccccc2C1=O)C1=NN[C@@H]2C(=O)N(c3ccc(F)cc3)C(=O)[C@H]12
  10 | -12[fluorescence artefact?] | 1.4 | -2 | -18 | -13 | -3 | -11 | 1
31: O=[N+]([O-])c1ccc(N=Nc2ccc(O)cc2O)cc1
  0 | -2[fluorescence artefact?] | 0.5 | -4 | -23 | -14 | 1 | 14 | -18
32: CCC(=O)NNc1ncnc2c1cnn2C
  1 | -4 | 0.0 | 2 | -8 | -3 | 10 | -17 | 1
33: O=S(=O)(c1ccc(NC(=S)NN=C(Cc2ccccc2)Cc2ccccc2)cc1)N1CCOCC1
  -6 | -33 | -2.1 | 16 | 3 | -11 | 20 | -3 | 8
34: CCC(C)[C@H](NC(=O)NCc1cccs1)C(=O)OC (some centres not stated)
  -5 | 7 | -0.2 | -2 | -5 | -10 | 0 | -9 | 3
35: CCOC(=O)C1CCN(C(=O)COc2ccc(Br)cc2C)CC1
  -1 | -2 | 0.9 | -2 | 8 | 6 | 4 | 7 | -1
36: O=C(O)COc1ccc(F)cc1Br
  1 | 1 | 1.8 | 1 | -9 | -4 | -6 | -15 | 0
37: Cc1cccc2nc(CSc3nncn3-c3ccccc3)cn12
  0 | 39 | 0.8 | -1 | 1 | -6 | -1 | -4 | 2
38: COc1ccc(NC(=O)C2CCN(c3nc(C)nc4c3CCC4)CC2)cc1
  nt | -3 | nt | -2 | -1 | 16 | nt | -20 | -3
39: C/C(=N/Nc1ncc(C(F)(F)F)cc1Cl)c1ccncc1
  -55 | 7 | -0.2 | -1 | 1 | -7 | -6 | -18 | -1
40: Cc1ccc(N=Nc2c(O)[nH]c3ccc(F)cc23)cc1
  -2 | 0 | 71 | -51 | -148 | -87 | -19 | -12 | -60
41: CN1CCN(c2nc(-c3ccccc3)nc(-c3ccc(F)cc3)c2C#N)CC1
  -6 | -5 | 2.0 | -1 | -6 | -4 | 28 | -3 | 2
42: C=C(C)C1CC=C(C)/C(=N/NC(=O)COc2ccccc2Cl)C1 (configuration not stated)
  28 | 11[fluorescence artefact?] | 0.3 | -7 | -7 | -13 | 1 | -4 | -5
43: CN(CC(=O)NC1CCN(Cc2ccccc2)CC1)S(=O)(=O)c1ccc2c(c1)c(=O)n(C)c(=O)n2C
  -2 | -7 | -0.4 | 1 | -9 | 1 | 1 | -8 | 3
44: c1cc(-c2ccncc2)ccn1
  -5 | -2 | -0.4 | -1 | -12 | 3 | 3 | -2 | 0
45: CCOC(=O)/C=C1\CC(=O)Nc2cc(C)c(C)cc2N1
  -3 | 24 | 1.1 | -1 | -22 | -1 | 37 | -21 | -4
46: O=Cc1cnc(N2CCN(Cc3ccccc3)CC2)s1
  -39 | -8 | -0.1 | 0 | -3 | -7 | 3 | -5 | -6
47: O=C(COC(=O)c1cccc(C(F)(F)F)c1)NCc1ccc(Cl)cc1
  0 | 4 | 0.1 | -2 | -16 | -9 | -26 | -13 | 2
48: CC(C)COc1nc2ccccc2c(=O)n1OCC(=O)O
  1 | -6 | -0.2 | -2 | 3 | -1 | 0 | -17 | 0
49: CCCCCCCCCc1nc2sc3c(c2c(=O)n1NC(=O)c1ccc([N+](=O)[O-])cc1)CC(C)(C)OC3
  2 | 14 | 0.8 | -7 | -17 | -13 | 7 | 12 | 2
50: COc1cc(NC(=O)CSc2nnc3c(n2)[nH]c2ccc(S(=O)(=O)NC(C)C)cc23)cc(OC)c1OC
  -6 | -2 | 1.0 | 2 | -10 | -3 | 29 | -4 | 0

Further results follow.
Sequence of screens – Tb hexokinase | 14-3-3 Bad PPI | L929 necroptosis | Runt-CBFb FRET | EBV gp42 inh | NCF1 inh | Hck-Nef inh | MDM2 E3 inh | Runt-SMMHC FRET
51: O=c1nc2ccccc2c2n1CC(CN1CCN(c3ccc(F)cc3)CC1)N2 (configuration not stated)
  -1 | -3[fluorescence artefact?] | 2.0 | 2 | 8 | -6 | 0 | -30 | 5
52: CCCNC(=O)c1cccc(Br)c1
  2 | -4 | 0.1 | 2 | -25 | 0 | 21 | -19 | 0
53: CC(Oc1ccccc1)c1ccnc2nc(N3CCOCC3)nn12 (configuration not stated)
  -10 | -3 | 0.8 | 0 | -10 | -10 | -16 | -10 | 0
54: COc1ccc(-c2n[nH]c(C)c2-c2ccc(Cl)cc2)c(O)c1
  5 | -5 | 0.2 | -2 | 1 | -5 | -1 | 1 | 0
55: CN(C)CCCn1c(N)c(C#N)c2nc3ccccc3nc21
  -22 | -2 | 6.3 | 9 | -10 | -48 | 29 | nt | 80*
56: O=C1N(Cc2cccnc2)C[C@@H]2C[C@@H](c3cccc(Oc4ccccc4)c3)N3CCC[C@@]123
  -11 | 5 | -0.3 | 0 | -7 | -12 | 17 | -27 | 0
57: CCOc1ccc(NC(=O)C2CCC(CNc3c(N4CCOCC4)c(=O)c3=O)CC2)cc1 (configuration not stated)
  -8 | 6 | 2.4 | 2 | -17 | -137 | 1 | -9 | -1
